Compound activity from PubChem.
Ecoli WT growth: blocks growth of wild type E. coli BW25113; E. coli BW25113 growth inhibition, OD600; inhibition, % at 10 µM; actives 0.05% (n = 20,000); in the data active means inhibition above about 40%;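 further: bacteria exposed to compound for 20 hours at 37 °C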
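Material: bacterial strain in a whole-cell growth screen; Amount: inoculum from a 1:1000 dilution of a 1.5 h subculture; Buffer or medium: LB plus kanamycin 50 µg/mL; Dosing: one dose, 10 µM final; Times: compound exposure of 20 h at 37 °C; Measured by: absorbance at 615 nm as a measure of bacterial growth.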
The depositor's hits bear a star; & = joins results of further samples. These rows are one share of the data; rates above refer to the full screens.

The opening 21 records as a preview:
SMILES | Ecoli WT growth
Cc1cc(OCC(=O)N2CCOCC2)cc2oc(=O)c3ccccc3c12 | 8
CCS(=O)(=O)N1CCC(C(=O)NCc2cccs2)CC1 | 7
CC1=CCC(C(C)(C)NC(=O)c2ccccc2)C/C1=N\O (stereo unspecified) | -4
N#CC1=C(SCc2ccccc2)NC(=O)C(C#N)C12CCCC2 (stereo unspecified) | -1
CCOC(=O)N1CCN(C(=O)c2ccc(CS(=O)(=O)c3ccc(OC)cc3)o2)CC1 | 0
O=C(c1ccco1)N1CCN(S(=O)(=O)c2cccc(C(F)(F)F)c2)CC1 | -6
O=C(O)c1cccc(NC(=O)C2C3C=CC(C3)C2C(=O)OCC(F)(F)C(F)F)c1 (stereo unspecified) | -6
Cc1nnc(N2CCc3ccccc3C2)[nH]c1=O | -18
COC(=O)c1cc(OC)c(OC)cc1NC(=O)CN1CCCCC1 | -23
COc1ccc(Cl)cc1NC(=O)CSc1nncn1-c1cccnc1 | -1
Cc1ccc2nsnc2c1S(=O)(=O)N(Cc1cc2cccc(C)c2[nH]c1=O)CC1CCCO1 (stereo unspecified) | -3
Cc1cccnc1NC(=O)Nc1cccc(C(F)(F)F)c1 | -19
CCCC(=O)Nc1ccc(C(=O)N2CCCC2)cc1 | -15
CN(C)c1ccc(NC(=O)c2ccncc2)c2ccccc12 | -3
O=C(c1cccnc1NCc1ccccc1)N1CCOCC1 | 4
O=C(C1CCCN(S(=O)(=O)c2cnc[nH]2)C1)N1CCN(c2ccc(Cl)cc2)CC1 (stereo unspecified) | 7
COc1cccc(N2CCN(C(=O)C3C4C=CC5(CN(Cc6ccccc6Cl)C(=O)C35)O4)CC2)c1 (stereo unspecified) | 4
Cc1ccc(SCCNC(=O)CN(c2ccc3c(c2)OCO3)S(C)(=O)=O)cc1 | -13
C=CCOc1cccc(C2/C(=C(/O)c3ccccc3)C(=O)C(=O)N2CCCN2CCOCC2)c1 (stereo unspecified) | -18
O=C(CSc1nnc(Cc2cc(=O)[nH]c(=O)[nH]2)n1-c1ccccc1)NCC1CCCO1 (stereo unspecified) | 1
CCOC(=O)COc1ccc(C2NC(C(=O)O)CS2)cc1 (stereo unspecified) | 11

All compounds of this part, repeating the preview:
SMILES | Ecoli WT growth
Cc1cc(OCC(=O)N2CCOCC2)cc2oc(=O)c3ccccc3c12 | 8
CCS(=O)(=O)N1CCC(C(=O)NCc2cccs2)CC1 | 7
CC1=CCC(C(C)(C)NC(=O)c2ccccc2)C/C1=N\O (stereo unspecified) | -4
N#CC1=C(SCc2ccccc2)NC(=O)C(C#N)C12CCCC2 (stereo unspecified) | -1
CCOC(=O)N1CCN(C(=O)c2ccc(CS(=O)(=O)c3ccc(OC)cc3)o2)CC1 | 0
O=C(c1ccco1)N1CCN(S(=O)(=O)c2cccc(C(F)(F)F)c2)CC1 | -6
O=C(O)c1cccc(NC(=O)C2C3C=CC(C3)C2C(=O)OCC(F)(F)C(F)F)c1 (stereo unspecified) | -6
Cc1nnc(N2CCc3ccccc3C2)[nH]c1=O | -18
COC(=O)c1cc(OC)c(OC)cc1NC(=O)CN1CCCCC1 | -23
COc1ccc(Cl)cc1NC(=O)CSc1nncn1-c1cccnc1 | -1
Cc1ccc2nsnc2c1S(=O)(=O)N(Cc1cc2cccc(C)c2[nH]c1=O)CC1CCCO1 (stereo unspecified) | -3
Cc1cccnc1NC(=O)Nc1cccc(C(F)(F)F)c1 | -19
CCCC(=O)Nc1ccc(C(=O)N2CCCC2)cc1 | -15
CN(C)c1ccc(NC(=O)c2ccncc2)c2ccccc12 | -3
O=C(c1cccnc1NCc1ccccc1)N1CCOCC1 | 4
O=C(C1CCCN(S(=O)(=O)c2cnc[nH]2)C1)N1CCN(c2ccc(Cl)cc2)CC1 (stereo unspecified) | 7
COc1cccc(N2CCN(C(=O)C3C4C=CC5(CN(Cc6ccccc6Cl)C(=O)C35)O4)CC2)c1 (stereo unspecified) | 4
Cc1ccc(SCCNC(=O)CN(c2ccc3c(c2)OCO3)S(C)(=O)=O)cc1 | -13
C=CCOc1cccc(C2/C(=C(/O)c3ccccc3)C(=O)C(=O)N2CCCN2CCOCC2)c1 (stereo unspecified) | -18
O=C(CSc1nnc(Cc2cc(=O)[nH]c(=O)[nH]2)n1-c1ccccc1)NCC1CCCO1 (stereo unspecified) | 1
CCOC(=O)COc1ccc(C2NC(C(=O)O)CS2)cc1 (stereo unspecified) | 11
O=C(Nc1ccccc1)c1ccc(NCCN2CCOCC2)c(S(=O)(=O)N2CCOCC2)c1 | -25
CN1CCC(OC(=O)C23CCC(C)(C(=O)O2)C3(C)C)CC1 (stereo unspecified) | -20
O=C(CCCN1C(=O)c2ccccc2C1=O)Nc1ccc(S(=O)(=O)N2CCOCC2)cc1 | -6
O=C(Cc1c(F)cccc1Cl)Nc1cccnc1 | -7
CCC(=O)N(CCCN(C)C)c1nc(-c2cc(OC)ccc2OC)cs1 | -2
COc1cc(C(=O)Nc2nc(-c3cccs3)cs2)cc(OC)c1OC | 5
CS(=O)(=O)Nc1ccc(N2CCCCC2)c(Cl)c1 | -20
Cn1c(=O)[nH]c(=O)c2c1nc(NCCCn1ccnc1)n2Cc1ccccc1 | 8
CC(=O)CC(C)(C)n1nnc(-c2ccccc2)n1 | -20
CCCCC12CN3CC(C)(CN(C1)C31C(=O)N(C)c3ccc(C)cc31)C2=O (stereo unspecified) | -9
C=CCC1c2cccc(C(=O)O)c2C(=O)N1c1cccc(C)c1 (stereo unspecified) | -28
Cc1ccc(-c2cn3nc(C)c(C)nc3n2)cc1 | 6
COc1cccc(C2CC(c3c(Cl)cccc3Cl)n3nc(N)nc3N2)c1 (stereo unspecified) | 4
Fc1ccccc1-c1nc(NCCCN2CCOCC2)c2ccccc2n1 | 8
CCOC(=O)N1CCN(C(=O)CCCOc2ccccc2)CC1 | 1
OCc1nc2ccccc2n1CC(O)Cn1ccc2ccccc21 (stereo unspecified) | -9
N#Cc1ccccc1Cn1c(=O)n(Cc2ccc(C(=O)NCc3ccco3)cc2)c(=O)c2sccc21 | -2
O=C(COc1ccc(S(=O)(=O)NC2CCCCC2)cc1)NCc1ccccn1 | 2
c1ccc2c(c1)CNC1(CCCCC1)C2 | 0
CC1(C)NC(=O)N(CN2C(=O)NC(C)(C)C2=O)C1=O | 5
COC(=O)NCc1cc2cc(Cl)ccc2[nH]1 | -2
CCC(=O)Oc1ccc(/C(CC)=C(\CC)c2ccc(OC(=O)CC)cc2)cc1 | -2
CCc1nnc2sc(-c3cc(-c4ccccc4)nc4ccccc34)nn12 | -9
Cn1cnc2c(N3CCCCC3)nccc21 | -2
Cc1nc2ccccn2c1/C(O)=C1\C(=O)C(=O)N(CCCN(C)C)C1c1ccc(F)cc1 (stereo unspecified) | 6
CC(=O)N(CCc1ccccc1C)Cc1cc2cc3c(cc2[nH]c1=O)OCO3 | -2
Cc1nn2c(-c3cccc(NC(=O)CSc4nc5ccccc5o4)c3)nnc2c2ccccc12 | 5
CCOC(=O)SC1=N/C(=C\c2ccc(N(C)C)cc2)C(=O)S1 | 0
CCCc1nc2c(sc3nc4c(cc32)COC(C)(C)C4)c(=O)n1Cc1ccco1 | 6
COc1ccc2c(CC(=O)Nc3ccc(OC)c(NS(=O)(=O)c4ccc(F)cc4)c3)coc2c1 | -1
CC(C)(C)c1ccc(OCC(=O)NCc2ccco2)c(Br)c1 | -13
COC(=O)Nc1ccc(C)cc1NC(=O)OC | -7
COC(=O)COc1ccc2oc(=O)cc(C)c2c1 | -19
Cc1c(C(=O)N2CCCCC2)sc(NC(=O)C2CC2)c1C#N | -25
Cn1c(SCC(=O)N2CCOCC2)nnc1-c1cnccn1 | -6
COc1ccc(C(F)(F)F)cc1NC(=O)c1nc2nc(C)cc(C(F)F)n2n1 | 16
Cc1c(C(=O)N2CCN(c3ccccn3)CC2)oc2ccccc12 | -14
CCCCOC(=O)Nc1nc2ccc(OC)cc2s1 | -2
CCc1cc2c3c(c(=O)oc2cc1OC)CCCC3 | -21

Additional entries:
SMILES | Ecoli WT growth
Cc1ccc(NC(=O)C2CCCN2S(=O)(=O)c2cccc3cccnc23)cc1F (stereo unspecified) | 0
CCNS(=O)(=O)c1ccc(NC(=O)Cc2ccc(F)cc2)cc1 | -18
COc1ccc(N2CCN(C(=O)c3ccc(NS(=O)(=O)c4cccc(F)c4)cc3)CC2)cc1 | -21
COc1cc(C(=O)NCC(=O)OCC(=O)c2ccc[nH]2)cc(OC)c1OC | 10
CC(=O)OCC(=O)[C@@]1(OC(C)=O)[C@@H](C)C[C@H]2[C@@H]3C[C@H](F)C4=CC(=O)C=C[C@]4(C)[C@@]3(F)[C@@H](O)C[C@@]21C | -8
CCOC(=O)c1sc2nc(N3CCOCC3)c3c(c2c1N)CCN(C)C3 | -9
Fc1cccc(CN2CCCCCCC2)c1 | -1
COc1ccc(CCn2c(N)cc(=O)[nH]c2=S)cc1OC | 0
CCOC(=O)c1cccc(NC(=O)C2CCCO2)c1 (stereo unspecified) | -19
Cc1cc(NC(=O)NC(=O)c2cccc(OC(F)(F)C(F)F)c2)n[nH]1 | -6
c1ccc(-c2nc(-c3ccncc3)no2)cc1 | 16
Cc1ccc(-c2nnn(CC(=O)N(CC3CCCO3)C(C(=O)NC(C)(C)C)c3ccc(F)cc3)n2)o1 (stereo unspecified) | 6
COc1ccc2[nH]c(=O)c(CN(Cc3cccs3)S(=O)(=O)c3cccc4nsnc34)cc2c1 | 3
CC(=O)OCC(=O)[C@@]1(O)CC[C@H]2[C@@H]3CCC4=CC(=O)C=C[C@]4(C)[C@@]3(Cl)[C@@H](Cl)C[C@@]21C | 4
CCOc1ccccc1C(=O)Nc1nnc(CC)s1 | -3
Cc1ccc(N2CCN(C(=O)c3ccccc3Br)CC2)c(C)c1 | 1
Cc1ccc2nc3c(cc(C(=O)NCC4CCCO4)n3C)c(=O)n2c1 (stereo unspecified) | 9
CCOc1ccc2nc(NS(=O)(=O)c3ccc4c(c3)n(C)c(=O)n4C)sc2c1 | 2
OC(CNCC1COc2ccccc2O1)COCc1cccs1 (stereo unspecified) | 4
Cc1ccc(N2C(=O)c3ccccc3C2Nc2cccnc2)nc1 (stereo unspecified) | 1
Cc1ccc(O)c(-c2cc(C(=O)Nc3ccc(S(=O)(=O)N4CC(C)OC(C)C4)cc3)[nH]n2)c1 (stereo unspecified) | -5
COc1ccc(NC(=O)Nc2ncn(Cc3cccc(C(F)(F)F)c3)n2)cc1OC | -16
O=C(C1CCN(S(=O)(=O)N2CCC3(CC2)OCCO3)CC1)N1CCOCC1 | 10
Cc1ccc(N(C(C)C(=O)Nc2ccc3c(c2)OCO3)S(C)(=O)=O)cc1 (stereo unspecified) | 3
Cc1cc(C)n(-c2nc(NCCO)c3c4c(sc3n2)CCCC4)n1 | -16
CCCC(=O)C1=C(N(C)c2ccccc2)CC(C)(C)C(C(=O)OC)C1=O (stereo unspecified) | 1
CC(C)Cc1nnc(NC(=O)CSc2ncn[nH]2)s1 | -15
COCCNC(=O)C1CCCN(c2ncccn2)C1 (stereo unspecified) | -4
CCCCCNC(=O)C(C)NS(=O)(=O)c1ccc(OC)cc1 (stereo unspecified) | -18
COC(=O)c1ccccc1NC(=O)C1CCN(S(C)(=O)=O)CC1 | 4
c1nnn(C23CC4CC(CC(C4)C2)C3)n1 | -17
O=C(c1cc(-c2cccs2)on1)N1CCc2ccccc2C1 | -1
O=C(c1ccc(S(=O)(=O)NCC2CCCO2)cc1)N1CCc2ccccc21 (stereo unspecified) | -15
CCCc1nnc(SCCSc2nnc(CCC)n2N)n1N | -2
CCCC(=O)N=C1SC2CS(=O)(=O)CC2N1c1ccc(CC)cc1 (stereo unspecified) | 7
CS(=O)(=O)N1CCN(C(=O)c2c(F)cccc2F)CC1 | -8
CCN(CC)CC(=O)Nc1c(C)cccc1C | -4&2
CCc1nnc(NC(=O)NCN2C(=O)C3C4C=CC(C4)C3C2=O)s1 (stereo unspecified) | -2
Cc1ccc2c(Cl)cc(Cl)c(OCc3c(C)noc3C)c2n1 | 9
Oc1c(Cl)cc(Cl)cc1Sc1cc(Cl)cc(Cl)c1O | 8
CC[C@H]1CN2CCc3cc(OC)c(OC)cc3[C@@H]2C[C@@H]1C[C@H]1NCCc2cc(OC)c(OC)cc21 | -3
C1CNCCNCCNCCN1 | 0
CC(C)Cn1c(CCC(=O)O)ccc1-c1cccs1 | 5
CN(CC(=O)NC1CCCCCC1)S(=O)(=O)c1ccccc1 | 5
O=C(Nc1ccc(N2CCOCC2)c(Cl)c1)c1ccc(Br)o1 | -4
